Source: PubChem
K1F lysis inhibition: protection from phage-mediated lysis, alamar blue read-out – E. coli UTI89, K1F phage, bacterial capsule biogenesis inhibitors (AID 488966); E. coli UTI89 K1F phage lysis, alamar blue, 2 h; higher % means a stronger effect; inhibition, % at 100 µM, or IC50 in µM where a hit was titrated; actives 0.02% (n = 340,000);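 active = phage lysis inhibition, versus mean bacterial control, above a set limit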;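 note: capsule biogenesis inhibitors block K1F phage lysis so surviving cells raise fluorescence; higher fluorescence means more inhibition of phage lysis; actives were called in the ten point dose series up to 300 µM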
SIAH1 antagonists: blockers of Siah-1 interaction with plectin peptide – biochemical, fluorescence polarization, rhodamine-plectin, uHTS, primary screen (AID 1817); Siah-1 / rhodamine-plectin peptide fluorescence polarization; higher % means a stronger effect; actives 0.02% (n = 290,000); displacement, % at 20 µM, or IC50 in µM where a hit was titrated;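 active = displacement of at least 50% at 20 µM, with a fluorescence ratio check between 0.3 and a set limit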;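 note: plate controls were Siah plus tracer with DMSO for no effect and tracer alone without Siah for full effect; strong numbers were not always called active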
Lipid droplet: modulators of hepatic lipid droplet formation | inhibition, % at 6.5 µM | AML12 mouse hepatocytes, oleate lipid droplets, BODIPY imaging | AID 1656 | actives 0.4% (n = 240,000);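 active = lipid droplet intensity inhibited by at least 50%, with more than 500 cells counted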
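Assay system: AML12 mouse liver cells | Compound dosing: One dose, 6.5 µM compound | Read-out basis: Droplet intensity reduction, % inhibition | Measured by: Fluorescence imaging, 20x objective, two fields per well | Schedule: Overnight treatment with compound plus oleate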
Lipid droplet cells 6.5 µM: further read-out of Lipid droplet, marked with its call; cell count; measured here: cell count, cytotoxicity flag;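 cells counted across two imaged fields per well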
The depositor's hits bear a star; [ ] = another dose, or the depositor's remark. Only part of the results is shown; rates above refer to the full screens.

SMILES | K1F lysis inhibition | SIAH1 antagonists | Lipid droplet | Lipid droplet cells 6.5 µM
CCN(CC)CCn1c(=S)[nH]c2cc(C(=O)NCc3ccccc3Cl)ccc2c1=O | 1.8% | -6% | -2 | 721
Cc1cccc(C)c1NC(=O)c1cc(S(=O)(=O)N2CCOCC2)cn1C | 8.6% | -2% | 1 | 736
COc1ccc(CCNS(=O)(=O)c2c(C)[nH]c(C)c2C(=O)N2CCCCC2)cc1OC | -0.1% | -4% | -64 | 765
O=C(O)c1cccc(Nc2c3ccccc3nc3ccccc23)c1 | 1.4% | -3% | 2 | 814
CCN(CC(=O)Nc1cc(Cl)ccc1C)C(=O)c1ccc(=O)n(Cc2ccccc2)n1 | 1.9%[50 µM] | -7% | -9 | 836
CCn1c(=S)sc2c(=O)n(CC(=O)Nc3cccc(Cl)c3)c(C)nc21 | 0.0% | -1% | 0 | 755
COC(=O)c1cc(S(=O)(=O)Nc2ccc(C)c(F)c2)c[nH]1 | 2.6% | -3% | 0 | 793
O=C(Cn1cc(C(=O)C2CC2)c2ccccc21)Nc1ccc(F)cc1 | 0.3% | 0% | -5 | 821
CC(C)c1csc(CN2CCC(n3nccc3NC(=O)Cc3ccccc3)CC2)n1 | 0.4%[50 µM] | 0% | 5 | 837
CCN1CCSc2ccc(C(=O)NCc3cc(Br)ccc3OC)cc21 | 1.0% | -6% | -1 | 760
COC(=O)c1ccc(-n2nnnc2SCC(=O)Nc2ccccc2F)cc1 | 1.2% | 4% | 14 | 848
CCn1ncc([N+](=O)[O-])c1C(=O)Nc1ccc(C)c(C)c1 | -2.4% | 7% | 8 | 832
COc1cccc2cc(C(=O)Oc3ccccc3)c(=O)oc12 | 1.2% | 3% | 6 | 850
N#Cc1cccnc1N1CCN(C(=O)c2ccccc2)CC1 | 2.4%[50 µM] | 4% | 13 | 680
N#Cc1ccccc1CN1C(=O)c2ccccc2S1(=O)=O | -0.1% | 12% | 0 | 772
O=C(CC(c1ccccc1)c1ccccc1O)N1CCCCC1 (stereo not given) | -2.1% | -4% | 2 | 782
COc1ccc(CNC(=O)C2CCN(S(=O)(=O)c3ccc4nc5c(c(C(=O)O)c4c3)CC(C)CC5)CC2)cc1 (stereo not given) | 0.3% | 5% | -6 | 681
CCN(CC)CCN(Cc1cc2cc3c(cc2[nH]c1=O)OCO3)C(=S)NCCCN(C)C | 0.0% | -7% | 0 | 778
Cc1ccc(C2=NN(C(=O)CCCC(=O)O)C(c3ccc4c(c3)OCO4)C2)cc1 (stereo not given) | 0.1% | 2% | -3 | 798
O=C(Nc1cccc(O)c1)c1ccc2c(c1)C(=O)N(Cc1ccco1)C2=O | 0.5%[50 µM] | 0% | -1 | 858

Structural class: the compounds so far containing four or more nitrogen atoms.
SMILES | K1F lysis inhibition | SIAH1 antagonists | Lipid droplet | Lipid droplet cells 6.5 µM
CCN(CC)CCn1c(=S)[nH]c2cc(C(=O)NCc3ccccc3Cl)ccc2c1=O | 1.8% | -6% | -2 | 721
CCN(CC(=O)Nc1cc(Cl)ccc1C)C(=O)c1ccc(=O)n(Cc2ccccc2)n1 | 1.9%[50 µM] | -7% | -9 | 836
CCn1c(=S)sc2c(=O)n(CC(=O)Nc3cccc(Cl)c3)c(C)nc21 | 0.0% | -1% | 0 | 755
CC(C)c1csc(CN2CCC(n3nccc3NC(=O)Cc3ccccc3)CC2)n1 | 0.4%[50 µM] | 0% | 5 | 837
COC(=O)c1ccc(-n2nnnc2SCC(=O)Nc2ccccc2F)cc1 | 1.2% | 4% | 14 | 848
CCn1ncc([N+](=O)[O-])c1C(=O)Nc1ccc(C)c(C)c1 | -2.4% | 7% | 8 | 832
N#Cc1cccnc1N1CCN(C(=O)c2ccccc2)CC1 | 2.4%[50 µM] | 4% | 13 | 680
CCN(CC)CCN(Cc1cc2cc3c(cc2[nH]c1=O)OCO3)C(=S)NCCCN(C)C | 0.0% | -7% | 0 | 778

Going on with the list.
SMILES | K1F lysis inhibition | SIAH1 antagonists | Lipid droplet | Lipid droplet cells 6.5 µM
CCOc1ccc(N(CC(=O)NCCSCc2ccco2)S(=O)(=O)c2ccc(C)cc2)cc1 | -1.2%[50 µM] | -6% | -10 | 723
CCn1c(SCc2ccc(C(=O)O)cc2)nnc1-c1ccc(Cl)cc1 | 0.9% | -4% | 10 | 827
O=C1CCCCN1CCCC(=O)N1CCCC(Nc2ccc(F)cc2)C1 (stereo not given) | 0.1% | 1% | -5 | 663
Cc1ccc(C(=O)C2=C(O)C(=O)N(Cc3ccco3)C2c2cccc(Cl)c2)o1 (stereo not given) | 0.3% | 4% | -2 | 700
CS(=O)(=O)N(CC(=O)N1CCOCC1)c1cccc(F)c1 | 0.0% | 4% | 2 | 798
CCOC(=O)N1CCN(C(=O)CCc2ccccc2)CC1 | 2.0% | 0% | 2 | 819
O=C1Nc2ccccc2C(=O)N2C[C@@H](O)C[C@H]12 | 0.3% | -3% | -1 | 765
COCc1ccc(CN2CCCC(C(=O)Nc3ccccc3-c3ccc(OC)cc3)C2)o1 (stereo not given) | 0.5% | 7% | -3 | 719
Cc1nnc(NC(=O)c2oc3ccccc3c2C)s1 | 0.3% | 11% | -6 | 788
COc1ccccc1Nc1ccc2nonc2c1[N+](=O)[O-] | -0.1% | 10% | -4 | 802
COc1cccc(OCCCn2ccnc2)c1 | 1.1% | 0% | -1 | 814
O=C(Nc1ccc(Oc2ccccc2)nc1)C1CCN(Cc2ccccc2)CC1 | -0.1% | 5% | -2 | 718
CCOC(CCNC(=O)CCC(=O)Nc1ccc2nc(N3CCN(C)CC3)cc(C)c2c1)OCC | 0.4% | 13% | -1 | 812
CCc1ccccc1NC(=O)Cn1nc(C)n2cccc2c1=O | 1.4% | 1% | -1 | 753
COc1ccc(C2=NS(=O)(=O)N(C)C(C(=O)Nc3ccc(C)cc3)=C2)cc1 | 4.5% | -1% | 3 | 785
COc1cccc(N2CCN(c3ccc4nnc(CCC(=O)Nc5ccccc5OC)n4n3)CC2)c1 | -0.5% | -6% | -49 | 734
COc1ccc(C2CC(c3ccc(Cl)cc3)=NN2C(C)=O)cc1 (stereo not given) | -1.9% | 2% | -12 | 824
O=C(NC1CCCC1)C1CCCN(C(=O)Nc2ccccc2)C1 (stereo not given) | 0.3% | 6% | -29 | 762
O=C(Nc1cc2c(cc1C(=O)O)OCCCO2)c1ccc(C(F)(F)F)cc1 | 0.3% | -2% | 1 | 805
CC(C)CCC(C)NC(=O)C1CCN(S(=O)(=O)/C=C/c2ccccc2)CC1 (stereo not given) | 0.2% | 0% | -4 | 750
CCOc1ccc(NC(=O)c2cc(OC)nc3ccccc23)cc1 | 0.1% | 0% | -102 | 327
Cc1ccc(NC2CCCN(C(=O)c3cnc4ccccn4c3=O)C2)cc1C (stereo not given) | 0.0% | -2% | -5 | 737
COc1ccc(CN2CCN(Cc3cccc(Oc4ccccc4)c3)CC2)c(OC)c1OC | -0.2% | 10% | 0 | 826
OCCCNc1ncnc2sc3c(c12)CCN(Cc1ccccc1)C3 | 0.7%[50 µM] | 3% | 6 | 694
CC1CN(C(=O)CCC(=O)NC2CCCCC2)c2ccccc2S1 (stereo not given) | 2.8% | -1% | -1 | 787
CCOc1ccc(CN2CCNC(=O)C2CC(=O)N(C)Cc2nonc2C)cc1 (stereo not given) | 0.5%[50 µM] | -3% | 14 | 879
COc1ccccc1N1CCN(c2ncnc3sc(C)c(-c4ccccc4)c23)CC1 | 0.8% | 9% | -23 | 779
CCN(Cc1cccc(OC)c1)CC1CCCN(CCc2cccc(OC)c2)C1 (stereo not given) | 1.4% | 4% | 13 | 842
Cc1ccc(NC(=S)NC2CCCC2)c(C)c1 | -2.0% | 6% | -7 | 850
CC(=O)C1=C(O)C(=O)N(c2ccccn2)C1c1ccccc1[N+](=O)[O-] (stereo not given) | 0.1% | -7% | 5 | 420
O=C(COc1ccc(S(=O)(=O)N2CCOCC2)cc1Cl)NCc1ccco1 | 0.5% | -3% | 17 | 735
CCc1cc(=O)oc2cc(C)cc(OC(C)C(=O)NC3CC(C)(C)NC(C)(C)C3)c12 (stereo not given) | 0.4% | 3% | 1 | 729
O=C(O)CCN1c2cccc3cccc(c23)S1(=O)=O | 0.4% | 8% | 14 | 818
COc1ccc(C(=O)NCc2ccc(N3CCN(C)CC3)cc2)cc1 | 0.0% | -6% | 10 | 831
COc1ccc(NC(=O)C2CCCN2C(=O)Nc2ccc(OC)cc2)cc1 (stereo not given) | 0.1% | -2% | -6 | 767
O=C(NC(=S)Nc1ccc(F)c(Cl)c1)C1CC1 | 0.0% | -5% | -8 | 639
O=C(CSc1nnc(-c2ccccc2F)o1)NC1CCCCC1 | -0.4% | -4% | -36 | 736
CCOc1ccccc1N(C)C(=O)c1ccc2c(=O)n3c(nc2c1)CCCCC3 | 0.1% | -4% | -4 | 673
CCOc1cc(/C=C/C(=O)c2ccc3c(c2)OCCO3)ccc1OCC(=O)N(C)C | 1.2% | 1% | 2 | 737
COC(=O)c1[nH]c2ccccc2c1Sc1ccccc1 | -0.3%[50 µM] | -2% | -8 | 836
COc1ccc(CCNC(=O)c2cnc3ccccc3n2)cc1 | 0.1% | -4% | -15 | 752
O=C(Cn1ncc2c([nH]c3ccccc32)c1=O)N1CCN(c2ccc(F)cc2)CC1 | 0.1% | 0% | -4 | 730
CCOCCc1nn2c(=O)cc(CSCC(=O)Nc3cc(C)cc(C)c3)nc2s1 | 0.2% | -2% | 12 | 756
Cc1cc(OCC(=O)Nc2sc3c(c2C#N)CC(C)(C)NC3(C)C)c(C(C)C)cc1Cl | 0.2% | -5% | -30 | 662
CCOc1ccc(NS(=O)(=O)c2ccc(C(=O)N(C)Cc3cccc(OC)c3OC)cc2)cc1 | -0.8%[50 µM] | -2% | -53 | 651
O=C(CCCN1C(=O)C(c2ccccc2)Oc2cccnc21)NCc1ccc(F)cc1 (stereo not given) | 0.3% | 1% | -17 | 743
O=S(=O)(Nc1ccccc1)c1ccc(NS(=O)(=O)c2cccs2)cc1 | 0.7% | -2% | -5 | 801
O=C1C2Sc3[nH]c(=O)sc3C(c3cc([N+](=O)[O-])ccc3O)C2C(=O)N1c1ccccc1 (stereo not given) | 0.0% | 5% | 5 | 761
O=C(Nc1ccnn1C1CCN(C(=O)c2cnsn2)CC1)c1cccc(F)c1 | 0.0% | 0% | -5 | 837
COc1ccccc1CCC(=O)NNC(=O)c1ccc(Br)cc1 | 0.3% | 9% | 2 | 772
O=C(O)c1ccc(Nc2nc3ccccc3nc2NS(=O)(=O)c2cccs2)cc1 | 1.0% | -5% | -4 | 740
CCOc1ccc(-c2nnc(NC(=O)C3CCCC3)o2)cc1 | 0.0% | 10% | -3 | 853
Cn1c(/C(C#N)=C(\O)c2ccc(Br)s2)nc2ccccc21 | 0.4% | 5% | -1 | 678
COc1ccccc1N1C(=NC(=O)CCC2CCCC2)SC2CS(=O)(=O)CC21 (stereo not given) | 0.0% | 1% | 7 | 761
Cc1ccc(C)c(CN2C(=O)c3ccccc3S(=O)c3ccc(C(=O)NCCCN4CCCC4)cc32)c1 (stereo not given) | 0.7% | 4% | -23 | 716
COCCCNC(=O)CN1C(=O)COc2ccc(S(=O)(=O)N3CCOCC3)cc21 | 0.4% | 9% | 13 | 756
CCOC(=O)N1CCN(C(=O)CN(C)S(=O)(=O)c2ccc(OCC)cc2)CC1 | 0.2% | -1% | -76 | 745
O=C(CCCC(=O)N(CC(=O)NC1CCCCC1)c1ccc(F)cc1)Nc1ccccn1 | 0.1% | -1% | -2 | 815
COc1ccc(CC(=O)OCN2C(=O)c3ccccc3C2=O)cc1OC | -0.1% | 0% | -2 | 711
C/C(=N/NC(=O)CNC(=O)c1ccco1)c1ccc(Cl)cc1 | 0.1% | 1% | -2 | 751

Complete entries, quoted from the list.
COc1ccc(CC(=O)OCN2C(=O)c3ccccc3C2=O)cc1OC is listed as K1F lysis inhibition: -0.1%; SIAH1 antagonists: 0%; Lipid droplet: -2; Lipid droplet cells 6.5 µM: 711
O=C(O)c1ccc(Nc2nc3ccccc3nc2NS(=O)(=O)c2cccs2)cc1 is listed as K1F lysis inhibition: 1.0%; SIAH1 antagonists: -5%; Lipid droplet: -4; Lipid droplet cells 6.5 µM: 740

Further structures
SMILES | K1F lysis inhibition | SIAH1 antagonists | Lipid droplet | Lipid droplet cells 6.5 µM
CCN(c1ccc(OC)cc1)S(=O)(=O)N1CCCC(C(=O)NCc2cccc(C)c2)C1 (stereo not given) | -3.7% | -2% | 5 | 718
O=C(NC1CCCCC1)C(c1cccnc1)N(C(=O)c1csnn1)c1ccccc1 (stereo not given) | 0.8% | 5% | -13 | 747
CN(C(=O)CCN1CCCO1)C1CCCN(Cc2ccccc2F)C1 (stereo not given) | 0.2% | 11% | -14 | 701
CCC(C)[C@H](NC(=O)[C@@H]1CSC2c3ccccc3C(=O)N21)C(=O)NCc1ccncc1 (stereo not given in full) | 0.0% | 7% | 18 | 691
Cn1c2ccccc2c2nnc(SCCN3CCOCC3)nc21 | -0.1% | 8% | -2 | 842
COc1cccc(CNC(=O)C2CCN(S(=O)(=O)c3ccc4c(c3)OCCO4)CC2)c1 | 0.1% | 2% | -1 | 685
O=C1Cc2ccccc2C(=O)N1Cc1cccc(Cl)c1 | -0.1%[50 µM] | 1% | 16 | 679
COc1ccc(N2CCN(c3ccnc4cc(Cl)ccc34)CC2)cc1 | 0.3% | -1% | 11 | 742
